Screening results as filed in PubChem.
DRD3 agonist: agonists of human D3 dopamine receptor; P35462; D3R DiscoveRx beta-arrestin cells, luminescence, 90 min; max activation, %; hit rate 0.58% among 410,000; AID 652048; in the data active = max activation above about 30%; note: 0% is about no effect; mostly tested at two doses, the higher about 12 µM
Target sequence (P35462 whole entry, looked up): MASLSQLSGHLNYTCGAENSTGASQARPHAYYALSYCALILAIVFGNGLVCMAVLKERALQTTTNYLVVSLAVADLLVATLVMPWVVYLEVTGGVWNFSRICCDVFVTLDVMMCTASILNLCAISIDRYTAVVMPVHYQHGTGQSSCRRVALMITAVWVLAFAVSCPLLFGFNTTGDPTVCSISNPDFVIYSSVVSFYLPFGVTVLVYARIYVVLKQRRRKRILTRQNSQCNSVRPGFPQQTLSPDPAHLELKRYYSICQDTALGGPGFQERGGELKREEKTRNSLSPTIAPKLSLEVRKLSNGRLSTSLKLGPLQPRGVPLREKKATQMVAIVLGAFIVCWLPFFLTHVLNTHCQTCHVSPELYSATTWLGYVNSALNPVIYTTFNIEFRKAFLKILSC
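Agonist mode: compounds and dopamine controls were applied to plated cells for 90 min at 37 degrees C after an overnight attachment at 1500 cells/well. Luminescent read-out followed 30 - 60 minutes at room temperature with DiscoveRx detection reagent.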
KB-V1 cytotox: kills drug-selected multidrug resistant KB-V1 cells | Potency, µM (top dose mostly 46.1 µM), without a hit: at the highest dose activity change, negative = cytotoxicity, most hits filed as cytotoxic | hit rate 3.4% among 400,000 | AID 1347076 | KB-V1 MDR cells viability, CellTiter-Glo, 72 h; note: potency is the fitted concentration of half-maximal effect; % is set by controls: 0 for no effect and ±100 for the full control effect; nearly all actives have a fitted effect of over 60% in size
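KB-V1 cells (P-gp-expressing MDR subline of KB-3-1) in phenol-red-free DMEM with 10% FBS were exposed to library compounds over a concentration series for 72 h at 37 degrees C. Viability read by CellTiter-Glo luminescence; concentration-effect curves fitted after normalization.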
HEK293 tox: cytotoxicity in counter-screen for GLP-1R inverse agonists; HEK293 cAMP-luciferase reporter cells, luminescence, 24 h; Potency, µM (top dose mostly 38.3 µM), for inactives: top-dose activity change, negative = inhibition, most hits filed as inhibitors; hit rate 0.13% among 410,000; AID 624418;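 note: loss of luciferase light is scored as toxicity; potency is the fitted concentration of half-maximal effect; % is set by controls: 0 for no effect and ±100 for the full control effect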
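To flag toxic compounds, the library was rerun on cells for 24 hr at 37 deg C and 5% CO2. Viability-linked luminescence was captured 12 min after adding luciferase detection reagent.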
IL1B secr inh: inhibitors of inflammasome signaling (IL-1 beta secretion). activity change, % at 57.5 µM. hit rate 4.7% among 360,000. THP-1 LPS/ATP IL-1B secretion, AlphaLISA, 16 h; stronger effect = lower value. AID 743279; in the data active = activity change below about -50%; inconclusive = mostly about -30% to -49%; note: % is set by controls: 0 for no effect and ±100 for the full control effect
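Secreted IL-1B measured by AlphaLISA bead assay after 16 h compound exposure of THP-1 cells; compounds (final up to 57.5 uM) added 1 h before LPS (250 ng/mL) and ATP (1.25 mM) stimulation; lower signal means less secretion.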
MCF10A rereplic: DNA re-replication induction in MCF 10a cells; Potency, µM (series often up to 46.1 µM), without a hit: top-dose activity, positive = re-replication, usual class: activators; hit rate 2.9% among 350,000; AID 624296; MCF 10A DNA re-replication, Hoechst nuclear intensity, 48 h; note: potency is the fitted concentration of half-maximal effect; % of control where 0% means no effect; nearly all actives have a fitted effect of over 50% in size
KB-3-1 tox: kills parental KB-3-1 adenocarcinoma cells | KB-3-1 viability, CellTiter-Glo ATP luminescence, 72 h | Potency, µM (highest dose often 46.1 µM), for inactives: top-dose activity change, negative = cytotoxic, usual class: cytotoxic | hit rate 1.4% among 400,000 | AID 1347075; note: potency is the fitted concentration of half-maximal effect; % is set by controls: 0 for no effect and ±100 for the full control effect; nearly all actives have a fitted effect of over 60% in size
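Cytotoxicity measured as CellTiter-Glo luminescence after 72 h at 37 C. Compound titrations were pinned onto drug-naive KB-3-1 parental adenocarcinoma cells grown in DMEM with 10% FBS, and normalized data fitted to concentration-response curves.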
SW480 rereplic: DNA re-replication induction in SW480 cells; SW480 DNA re-replication, Hoechst DNA content imaging, 48 h; Potency, µM (titrated, usually from 46.1 µM), for inactives: at the top dose re-replication activation, usual class: activators; hit rate 1.8% among 340,000; note: potency is the fitted concentration of half-maximal effect; % of control where 0% means no effect; nearly all actives have a fitted effect of over 55% in size
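Image-based DNA-content assay: after two days of treatment, nuclei were labelled with the DNA dye Hoechst and imaged, and hits were compounds raising the count of nuclei showing high fluorescence intensity.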
HT1080NT lethal: kills 2HG-producing HT-1080-NT fibrosarcoma cells; HT-1080-NT fibrosarcoma viability, CellTiter-Glo ATP luminescence, 48 h; AID 686970; Potency, µM (top dose mostly 46.1 µM), inactives show at the top dose activity, negative = less viability, hits mostly cytotoxic; hit rate 1.6% among 360,000;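 note: NT is the 2HG producing partner of a matched IDH1 knockdown line; potency is the fitted concentration of half-maximal effect; 0% = DMSO-treated cells and -100% = media-only wells without cells; nearly all actives have a fitted effect of over 55% in size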
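A 48-hour cytotoxicity screen used HT-1080-NT cells plated 2 hours before compound delivery. ATP-based CellTiter-Glo luminescence measured viability, normalized to DMSO and no-cell controls.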
HT1080 IDH1KD tx: kills HT-1080 cells with IDH1 knockdown; HT-1080 IDH1 knockdown viability, ATP luminescence, 48 h; Potency, µM (highest dose often 46.1 µM), for the others: at the top dose activity, negative = toxicity, most hits filed as cytotoxic; hit rate 2% among 360,000;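 note: potency is the fitted concentration of half-maximal effect; 0% = DMSO wells and -100% = cell-free medium wells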
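Knockdown cells (IDH1KD HT-1080) received compounds 2 h after plating at 750 cells/well and were kept 48 h at 37 °C in 5% FBS RPMI. A CellTiter-Glo luminescence read gave % activity for curve fitting.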
The depositor's hits bear a star; u = inconclusive; x = no result given; [ ] = dose if it differs, or a comment. Unless noted, calls come from the whole dose curve; as a rule, active = well fitted curve in the direction sought with a large enough effect; inconclusive = small, poorly fitted or top-dose-only effect, or another doubt; inactive = no such curve, though single readings can be large; an effect the other way counts as inactive or inconclusive.

SMILES	DRD3 agonist	KB-V1 cytotox	HEK293 tox	IL1B secr inh	MCF10A rereplic	KB-3-1 tox	SW480 rereplic	HT1080NT lethal	HT1080 IDH1KD tx
O=C(CCN1CCN(c2ccc([N+](=O)[O-])cc2)CC1)c1ccc(Cl)cc1	-9.3	-7.8%	-6.5%	-23.9	u	1.1%	u	9.5%	2.1%
Cc1nc(SCC(C)C)[nH]c(=O)c1Cc1ccccc1	2.3	-13.4%	14.7%	2.1	14.7%	-13.9%	-6.1%[9.22 µM]	-10.6%	-6.9%
OC[C@H]1O[C@@H](c2nc(-c3ccc(CN4CCOCC4)cc3)no2)[C@H](O)[C@@H](O)[C@H]1O	-18.1	-10.1%	-6.5%	23.2	x	0.0%	x	27.0%	18.1%
C/C(=N/NC(=O)c1ccc(Br)o1)c1ccc(C)o1	-5.4	-14.1%	-0.7%	23.8	3.9%	2.7%	5.7%	1.1%	-0.7%
COCCNc1nc(-n2nc(C)cc2C)nc2sc3c(c12)CCCC3	-4.7	9.2µM*	u	-3.9	1.3%	11.6µM*	-5.2%	-5.8%	-4.3%
Nc1nc(-c2ccc([N+](=O)[O-])cc2)cc(=O)[nH]1	2.8	0.0%	-15.1%	-14.1	0.7%	8.4%	-7.6%	3.3%	5.2%
CCC(C)[C@H](NC(=O)Nc1cccc(OC)c1)C(=O)OC (stereo partly specified)	9.3	12.1%	9.2%	-8.1	-7.0%	5.8%	-5.3%	17.2%	13.3%
O=c1[nH]c(CSc2nnnn2-c2ccc(Cl)cc2)nc2ccccc12	8.4	2.4%	-3.1%	54.1	11.2%	3.2%	-6.7%	-16.9%	-2.9%
Cn1c(=O)c([N+](=O)[O-])c(Cl)c2ccccc21	-21.4	-14.9%	5.6%[0.307 µM]	-100.7*	3.66µM*	u	16.4µM*	5.8µM*	5.8µM*
CC1=NN(c2ccc(C(=O)O)cc2)C(=O)/C1=C\c1ccc(OC(=O)c2cccs2)cc1	3.2	4.6%	-4.9%	-15.5	u	5.7%	1.7%	0.4%	-1.3%
O=Cc1ccc(OCC(=O)Nc2ccccc2-c2ccccc2)cc1	18.1	-24.6%	-0.7%	4.5	-1.4%	-5.2%	0.5%	-19.8%	2.2%
CN(C)c1ccc(P(=O)(OCc2ccccc2)C(O)c2ccccc2)cc1 (stereo unspecified)	-1.5	u	10.3%	x	u	0.7%	-15.7%	-0.8%	-11.7%
O=C(Nc1cccc(O)c1)C1CCCN1C(=O)OCc1ccccc1 (stereo unspecified)	-9.6	5.7%	-24.5%	17.5	1.1%	4.6%	-5.3%	10.0%	14.2%
COc1cccc(NC(=O)N2CCN(c3nc(-c4cccc(OC)c4)cs3)CC2)c1	2.0	16.4µM*	-21.6%	-16.1	15.6%	u	u	-2.7%	-26.8%
CNC(=S)N/N=C(\C)c1ccc2c(c1)OCO2	2.0	3.2%	u	u	0.8%	0.3%	-2.0%	13.8%	12.0%
O=[N+]([O-])c1ccc(S(=O)(=O)Nc2nc3ccccc3nc2Nc2ccccc2)cc1	-3.2	5.17µM*	12.6%	-73.0*	9.7%	-20.2%	12.9%	5.9%	0.0%
CNc1c(C(=O)O)ccc2c1C(=O)c1ccccc1C2=O	-44.8	1.0%	-7.3%	-3.6	5.4%	u	-0.8%	u	u
COc1ccc(S(=O)(=O)N2CCCCC2)cc1NC(=O)CSc1nccn1C	0.8	u	17.1%	0.0	1.0%	1.6%	-8.2%	2.7%	2.7%
Cc1ccc(S(=O)(=O)N2CCC(C(=O)N3CCc4ccccc43)CC2)cc1C	-9.7	0.0%	3.0%	-2.0	3.4%	-1.3%	3.5%	-7.0%	-3.2%
CCC/C(C(=O)NCCO)=C1/c2ccccc2C(=O)N1c1ccccc1	4.6	24.8%	0.7%	28.8	-4.5%	7.8%	-1.8%	u	0.3%
Cc1ccnc(N2C(=O)c3ccccc3C2O)c1 (stereo unspecified)	-5.7	u	1.6%	-18.1	3.1%	0.0%	5.3%	u	u
CCOC(=O)c1c(NC(=O)CN2C(=O)C(=O)N(CC(C)C)C2=O)sc(C)c1CC	1.5	-4.1%	11.5%	-3.4	-1.8%	5.2%	-39.5%[inhibitor]	1.4%	0.5%
O=C(NCc1ccco1)c1ccc(S(=O)(=O)N2CCOCC2)cc1	-1.2	16.1%	-10.1%	22.3	1.7%	6.6%	-6.6%	9.8%	5.7%
COc1ccc(C(=O)NC(=C(Cl)Cl)S(=O)(=O)c2ccc(C)cc2)cc1	4.0	u	-23.8%	-94.8*	10.3µM*	u	13µM*	u	u
O=C(O)C(=O)Nc1ccc(NC(=O)C(c2ccccc2)c2ccccc2)cc1	2.2	19.5%	-1.9%	17.4	7.7%	-1.3%	-10.5%	-3.1%	19.3%
CC(C)(C)c1ccc(CN(Cc2ccco2)c2cnc(S(C)(=O)=O)nc2C(=O)Nc2ccc(F)cc2)cc1	-0.4	-2.5%	3.0%	x	x	-15.1%	x	x	x
COC(=O)N/N=C(\C)c1ccc(OC(F)F)cc1OC(F)F	2.7	-0.3%	-11.3%	0.0	-3.5%	2.7%	x	16.3%	15.0%
C=C(C)c1cccc(C(C)(C)NC(=O)NNC(=O)c2ccccc2O)c1	6.6	u	-7.0%	-4.4	2.7%	-23.8%	8.0%	-23.8%	u
CCn1c(SCc2nc3cc(OC)c(OC)cc3c(=O)[nH]2)nc2ccccc21	-15.3	9.1%	-1.4%	12.5	-0.3%	-3.3%	0.2%	10.8%	-0.5%
O=C(Nc1ccc2c(c1)CCC2)c1cnn2c1NC(c1ccco1)CC2C(F)(F)F (stereo unspecified)	1.7	-12.1%	5.8%	-5.0	u	1.3%	25.0%	u	23.1µM*
Cc1ccc(C(=O)N2CCCC(c3ccccc3)=N2)cc1	1.6	-18.5%	-0.3%[7.66 µM]	-5.3	-7.7%	-8.6%	-3.1%	-7.1%	-18.5%
CN(C)CCCN(Cc1cc2cc3c(cc2[nH]c1=O)OCO3)C(=S)Nc1cccc(Cl)c1	-6.1	-19.8%	0.1%[7.66 µM]	-101.5*	15.8µM*	-21.3%	u	14.6µM*	-21.8%
COc1ccc(C(CNC(=O)c2ccc(-c3ccccc3Cl)o2)N2CCOCC2)cc1 (stereo unspecified)	-10.2	u	8.6%	-76.3*	u	0.1%	9.8%	0.6%	-0.3%
CCc1nnc(NC(=O)CCC(=O)N2CCN(Cc3ccccc3)CC2)s1	-2.7	1.4%	9.6%	23.4	-3.6%	7.0%	0.6%	-1.5%	1.7%
O=C(COc1ncnc2scc(-c3ccc(F)cc3)c12)NCc1ccco1	-1.8	5.2%	5.9%	8.3	-3.9%	-1.8%	-0.5%	-2.5%	-1.7%
Cn1c(N)c(C(=O)COC(=O)CSc2cccc3cccc(Cl)c23)c(=O)n(C)c1=O	10.8	-2.6%	1.5%	9.0	-2.8%	8.1%	-3.3%	8.5%	23.7%
COc1ccc(NC(=O)c2ccc(Cl)c(S(=O)(=O)N3CCc4ccccc4C3)c2)cn1	2.8	4.61µM*	-10.8%	-15.5	u	-22.2%	-2.5%	-24.2%	-11.8%
CCOC(=O)C1(CCOc2ccccc2)CCN(Cc2ccc3nonc3c2)CC1	-9.3	u	8.2%	-1.4	u	-14.6%	4.7%	-25.0%	-28.9%
O=C(COC(=O)c1cc([N+](=O)[O-])ccc1Cl)NC1CCCC1	-5.6	-17.4%	10.6%	-10.5	-2.7%	u	-3.4%	6.4%	11.9%
COC(=O)C(CC(=O)O)NCc1ccco1 (stereo unspecified)	-2.1	27.5%	-1.0%	15.4	-0.3%	-0.5%	-12.8%	-0.9%	5.9%
COc1ccccc1C(c1nnnn1C(C)(C)C)N1CCN(C(=O)c2ccco2)CC1 (stereo unspecified)	5.5	u	17.4%	-7.4	4.0%	-7.9%	2.8%	2.9%	5.6%
Clc1ccc(Br)cc1-c1nc(-c2ccncc2)no1	1.1	-27.7%	-9.7%	0.4	6.3%	-25.7%	0.3%	16.3%	11.5%
O=S(=O)(Cc1ccccc1)N1CCC(c2nc(-c3cccs3)no2)CC1	0.2	20.6µM*	0.4%	31.0	2.1%	-30.0%	-8.9%	4.4%	6.0%
CSc1ccccc1OCc1cc(C(=O)N(C)Cc2ccc(C)o2)no1	3.6	-1.4%	-2.1%	-66.8*	10.2%	-12.9%	u	-0.9%	0.9%
C/C(=N\NC(=O)CCc1c[nH]c2ccccc12)c1cccc([N+](=O)[O-])c1	-1.8	-2.1%	-8.0%	u	5.8%	-4.2%	6.9%	-2.0%	-6.9%
CCCCN(CC)CCCNC(=O)Cn1ncc2c3ccccc3n(C)c2c1=O	-8.4	14.8%	1.7%	x	x	u	x	x	x
COc1ccccc1C(=O)C1CCCN(C(=O)c2ccc3c(c2)OCCO3)C1 (stereo unspecified)	-8.6	u	-8.8%	-1.2	1.5%	4.0%	-0.8%	6.4%	-2.6%
CCN1CCN(C(=O)c2cc(=O)c3cc(C)ccc3o2)CC1	-13.4	-0.1%	1.9%	-12.6	11.7%	13.1%	2.2%	10.9%	13.0%
COc1ccc(CN(C)CC(=O)Nc2ccccc2-c2ccccc2)c(OC)c1	-14.3	u	u	-51.0*	u	u	u	-13.0%	u
O=C1CCCc2nc(NCc3ccco3)ncc21	4.1	0.0%	11.6%	-4.9	2.4%	3.7%	-9.5%	3.5%	6.6%
CCCN1CCN(CCCNC(=O)c2c(C)nn(-c3ccc(F)cc3)c2-n2cccc2)CC1	-8.9	u	7.1%	x	x	20.1%	x	x	x
